Screening data from PubChem.
PMK inhibit – S. pneumoniae PMK inhibitors, primary screen, biochemical, mevalonate pathway, pilot trial included. purified PMK, PK/LDH-coupled NADH absorbance 340 nm. AID 539, 2006. inhibition, % at 10 µM. phosphomevalonate kinase (Streptococcus pneumoniae D39). actives 0.49% (n = 65,000);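 active means top-ranked compounds by inhibition in the single 10 µM screen, taking a fixed number of the strongest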;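 further: 0% = full reaction with DMSO carrier and 100% = background rate without enzyme reaction; no value below 0 was filed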
Bfl-1 inhibitors – Bfl-1 inhibitors, primary screen, biochemical, fluorescence polarization, FITC-Bid, mouse (AID 432). Bcl-2-related protein A1 (Mus musculus). FITC-Bid BH3 peptide fluorescence polarization displacement; higher % means a stronger effect. displacement, % at 20 µM, or IC50 in µM where a hit was titrated. actives 0.02% (n = 64,000); in the data active means a potency from the dose series; inactive means the rest, 99 in 100 with displacement below about 15%; further: strong numbers were not always called active
LYP phosphatase – LYP phosphatase inhibitors, primary screen, biochemical, DiFMUP fluorescence, recombinant catalytic domain, 10 µM (AID 606); inhibition, % at 10 µM, or IC50 in µM where a hit was titrated; recombinant LYP catalytic domain, DiFMUP fluorescence; higher % means a stronger effect; 52,000 tested, under 10 active; Tyrosine-protein phosphatase non-receptor type 22 (Homo sapiens);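 active means IC50 under 40 µM in the dose-response test; inactive means IC50 of 40 µM or more, or never dose-tested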
HT1080 viability – cytotoxicity in HT1080 fibrosarcoma cells, cell-based, fluorescence readout (AID 620); one-dose cytotoxicity, % at 10 µM; EC50 in µM for titrated hits; actives 0.42% (n = 87,000); HT1080 viability, fluorescence; higher % means a stronger effect;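 further: cells exposed to compound overnight then 4 h with Alamar Blue; 0% = vehicle DMSO and 100% = killing control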
MK inhibit – S. pneumoniae MK inhibitors, primary screen, biochemical, PK/LDH-coupled NADH absorbance. purified MK, PK/LDH-coupled NADH absorbance 340 nm. inhibition, % at 10 µM. actives 0.48% (n = 65,000);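 active means ranked among the strongest by inhibition in the single 10 µM screen, a fixed top-ranked set picked for dose follow-up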; further: no value below 0 was filed
KRASV12 cytotoxicity – cytotoxicity in KRAS-transformed pancreatic duct cells, primary screen, cell-based, fluorescence, HTS (AID 431); HPDE-C7K KRASV12 cells, Alamar Blue viability, 48 h; higher % means a stronger effect; cytotoxicity, % at 10 µM, or EC50 in µM where a hit was titrated; actives 1.7% (n = 63,000);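 active means compounds whose percent cytotoxicity in the single-dose primary screen, scaled between solvent and toxic-drug controls, exceeds 50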;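 further: 0% = DMSO solvent wells and 100% = doxorubicin-treated wells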
Alkaline phosphatase – human TNAP enzyme inhibitors, biochemical, luminescent (AID 518) | inhibition, % at 20 µM, or IC50 in µM where a hit was titrated | Alkaline phosphatase, tissue-nonspecific isozyme (Homo sapiens) | purified TNAP enzyme, luminescent substrate readout; higher % means a stronger effect | actives 0.09% (n = 64,000); in the data active means a potency from the dose series; inactive means the rest, 99 in 100 with inhibition below about 22%;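 further: plate controls were vehicle for no effect and reference inhibitor for full effect; many of its hits are not listed in these tables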
HPDE-C7 viability – cytotoxicity in HPDE-C7 cells, cell-based, fluorescence, HTS (AID 430); one-dose cytotoxicity, % at 10 µM; EC50 in µM for titrated hits; actives 1.8% (n = 63,000); HPDE-C7 pancreatic duct cells viability, fluorescence; higher % means a stronger effect;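 further: cells exposed to compound for 48 hours before viability readout; 0% = vehicle and 100% = reference cytotoxic drug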
Spn DPM-DC inh – S. pneumoniae DPM-DC inhibitors, primary screen, biochemical, PK/LDH-coupled NADH fluorescence; diphosphomevalonate decarboxylase (Streptococcus pneumoniae D39); purified DPM-DC; calls only at 10 µM; actives 0.49% (n = 65,000); AID 556, 2006;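 active means the 320 compounds with the highest percent inhibition in the single-dose primary screen, excluding strongly autofluorescent ones, cut at about 32% in these data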;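 further: kinetic rate of NADH fluorescence loss reporting ADP formed by the decarboxylase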
PMK inhibit pilot replicates – recorded beside PMK inhibit, whose call it bears; inhibition, %; measured here: pilot screen replicates
MK inhibit pilot replicates – second read-out of MK inhibit, no call of its own (marks repeat the call); inhibition, %; measured here: pilot screen replicates
Spn DPM-DC inh pilot screen % – further read-out of Spn DPM-DC inh, marked with its call; inhibition, %; measured here: pilot screen trials
Active calls of the source: *; i = inactive; / = no result given; + = active, no number. Unless noted, no stated cut-off is given here; in the data, active means cytotoxicity above about 50%; inactive means the rest.

SMILES | PMK inhibit | Bfl-1 inhibitors | LYP phosphatase | HT1080 viability | MK inhibit | KRASV12 cytotoxicity | Alkaline phosphatase | HPDE-C7 viability | Spn DPM-DC inh | others
COc1cc(OC)cc(C(=O)N2CCC(n3c(C)nc4cc(F)ccc43)CC2)c1 | 7 | -6% | 2% | 5% | 3 | -4% | 12% | 3% | i
CCOc1ccc(N(CC(=O)Nc2ccc(C)c(C)c2)S(=O)(=O)c2c(C)noc2C)cc1 | 10 | -5% | / | 2% | 7 | 23% | 10% | 30% | i | PMK inhibit pilot replicates=2.0;MK inhibit pilot replicates=1.5;Spn DPM-DC inh pilot screen %=5.5
CCCCCc1nnc(NC(=O)OCCC)s1 | 18 | 4% | 7% | 6% | 13 | / | 19% | / | i
O=C(Nc1ccccc1)c1ccc(S(=O)(=O)N(CCO)CCO)cc1 | 12 | -2% | 5% | 5% | 12 | 1% | 2% | -4% | i
CCCOc1ccc(C2C(C(=O)OC)=C(C)N=C3SCCC(=O)N32)cc1OCC (stereo not drawn) | 12 | -9% | 5% | -4% | 9 | -2% | 3% | -7% | i
CC1CCC(N2CCN(S(C)(=O)=O)CC2)CC1 (stereo not drawn) | 10 | -2% | 14% | -4% | 29 | 6% | 11% | 1% | i
CN(CC(=O)Nc1ccc(F)c(Cl)c1)S(=O)(=O)c1cccc2nsnc12 | 19 | -6% | -19% | 42% | 0 | 12% | 12% | 6% | i | PMK inhibit pilot replicates=1.5;MK inhibit pilot replicates=0.0;Spn DPM-DC inh pilot screen %=0.0
O=S(=O)(Nc1nccs1)c1ccc2c(c1)OCCO2 | 20 | -5% | / | -9% | 6 | 5% | 10% | 5% | i
CCCc1nc2oc3c(N4CCNCC4)ncnc3c2c2c1CCCC2 | 5 | -6% | 5% | -7% | 0 | 40% | 3% | -21% | i
Cc1nnc(C)n1/N=C/c1ccc(C(C)C)cc1 | 22 | 0% | 10% | 6% | 1 | -10% | 8% | -9% | i
COc1ccccc1NC(=O)CC1C(=O)Nc2c1c(=O)n(C)c(=O)n2C (stereo not drawn) | 11 | 0% | -1% | -2% | 10 | -3% | 8% | -15% | i
O=C(COc1ccc(OCc2ccccc2)cc1)NC1CCOC1=O (stereo not drawn) | 13 | -4% | -6% | -6% | 4 | 1% | -1% | 6% | i
COc1ccc(C2N3CC4(C)CN2CC(C)(C3)C4O)cc1 (stereo not drawn) | 2 | -5% | 0% | 0% | 5 | -2% | 6% | 37% | i
Cc1ccc(NC(=O)CS(=O)CC(=O)N(c2ccccc2)C(C)C(=O)NC2CCCC2)cc1 (stereo not drawn) | 11 | -2% | 4% | -7% | 5 | -20% | -4% | -15% | i
CCCn1cnc2c(cnn2-c2ccc(F)cc2)c1=O | 27* | -1% | 7% | -2% | 6 | -12% | 10% | -20% | i | PMK inhibit pilot replicates=+;MK inhibit pilot replicates=4.0;Spn DPM-DC inh pilot screen %=0.0
COc1ccc(C2C=C(c3ccc(Cl)cc3)Nc3nc(NC(C)=O)nn32)cc1 (stereo not drawn) | 2 | 23% | -2% | -3% | 0 | 12% | 14% | 18% | /
c1ccn2c(c1)nc1c2nc2ccccn21 | 0 | -4% | 1% | 6% | 7 | -1% | 2% | -4% | /
Cc1nc2nc[nH]n2c(=O)c1NS(C)(=O)=O | 13 | 1% | -7% | -16% | 4 | -14% | 17% | -14% | i
CC(C)n1c(NCc2cccs2)nc2ccccc21 | 1 | -3% | 2% | -4% | 9 | -5% | 12% | 4% | i
O=C(Nc1nc(-c2cccs2)cs1)c1cccc(S(=O)(=O)N2CCCCCC2)c1 | 13 | 4% | -1% | -3% | 2 | -9% | 5% | 8% | i
CCc1c(C(=O)O)[nH]c2ccc(Br)cc12 | 11 | 2% | 16% | -9% | 5 | 16% | 10% | 12% | i
CSCCC(NC(=O)c1ccccc1)C(=O)NCc1ccco1 (stereo not drawn) | 1 | -15% | 6% | 3% | 1 | -9% | 8% | -9% | i
COc1ccc(Br)cc1S(=O)(=O)N1CC(C)OC(C)C1 (stereo not drawn) | 6 | 1% | 6% | -7% | 7 | 1% | 13% | -6% | i | PMK inhibit pilot replicates=0.5;MK inhibit pilot replicates=0.5;Spn DPM-DC inh pilot screen %=0.0
CC(=O)c1c(C)nc2ccccn12 | 14 | -8% | 19% | -2% | 0 | -11% | 1% | -15% | i
COc1ccccc1NC(=O)Nc1ccnn1C1CCCCC1 | 3 | -1% | -6% | 6% | 4 | -15% | 8% | -25% | i

Four records drawn at random from the list so far:
SMILES | PMK inhibit | Bfl-1 inhibitors | LYP phosphatase | HT1080 viability | MK inhibit | KRASV12 cytotoxicity | Alkaline phosphatase | HPDE-C7 viability | Spn DPM-DC inh | others
c1ccn2c(c1)nc1c2nc2ccccn21 | 0 | -4% | 1% | 6% | 7 | -1% | 2% | -4% | /
O=C(COc1ccc(OCc2ccccc2)cc1)NC1CCOC1=O (stereo not drawn) | 13 | -4% | -6% | -6% | 4 | 1% | -1% | 6% | i
Cc1ccc(NC(=O)CS(=O)CC(=O)N(c2ccccc2)C(C)C(=O)NC2CCCC2)cc1 (stereo not drawn) | 11 | -2% | 4% | -7% | 5 | -20% | -4% | -15% | i
COc1ccc(C2C=C(c3ccc(Cl)cc3)Nc3nc(NC(C)=O)nn32)cc1 (stereo not drawn) | 2 | 23% | -2% | -3% | 0 | 12% | 14% | 18% | /

Next part.
SMILES | PMK inhibit | Bfl-1 inhibitors | LYP phosphatase | HT1080 viability | MK inhibit | KRASV12 cytotoxicity | Alkaline phosphatase | HPDE-C7 viability | Spn DPM-DC inh | others
Cc1cccn2c(N)c(-c3ccccc3)nc12 | 12 | 2% | -2% | -6% | 0 | -4% | 17% | 4% | /
CCOC(=O)C(NC(=O)c1ccc(OC)cc1)(Nc1cc(C)on1)C(F)(F)F (stereo not drawn) | 2 | 7% | -3% | 6% | 6 | -8% | 9% | -30% | i
Cc1ccc(-c2nnn(CC(=O)NCCc3ccc4c(c3)OCO4)n2)o1 | 0 | -8% | / | -4% | 3 | / | 7% | / | i
CCOc1ccccc1NS(=O)(=O)c1cccs1 | 4 | 3% | -4% | 56%* | 8 | 11% | -3% | 6% | i
Cc1ccc(-c2noc(COc3ccccc3C)n2)cc1 | 16 | -3% | / | -4% | 2 | -11% | 14% | -20% | i | PMK inhibit pilot replicates=0.0;MK inhibit pilot replicates=0.0;Spn DPM-DC inh pilot screen %=2.5
Cc1c(/C=N/n2cnnc2)c2ccccc2n1CCOc1ccccc1 | 0 | -4% | 12% | -1% | 0 | 43% | 6% | 68%* | i
COc1ccc(-c2ccc(=O)n(Cc3cc(=O)n4ccccc4n3)n2)cc1 | 11 | -2% | 6% | -6% | 3 | -16% | 7% | -8% | i | PMK inhibit pilot replicates=0.0;MK inhibit pilot replicates=0.0;Spn DPM-DC inh pilot screen %=4.0
O=C(Cc1ccccc1)Nc1nonc1NC(=O)c1ccccc1 | 3 | -2% | / | -1% | 3 | -5% | 2% | -20% | i
Cc1ccc(C2C(C(=O)c3sc(C)nc3C)=C(O)C(=O)N2CCN(C)C)o1 (stereo not drawn) | 8 | -1% | 10% | -1% | 8 | -4% | 8% | -12% | i | PMK inhibit pilot replicates=3.5;MK inhibit pilot replicates=5.5;Spn DPM-DC inh pilot screen %=7.0
COc1cc2cc3c(N)c(C(=O)NCc4ccco4)sc3nc2cc1OC | 20 | 3% | / | 22% | 9 | 38% | 1% | 32% | i
CN(CCNC(=O)C1(O)c2ccccc2NC(=O)N1c1ccccc1)Cc1ccccc1 (stereo not drawn) | 1 | -7% | 9% | 1% | 3 | 5% | 7% | -1% | i
CCOC(=O)c1nnn(-c2nn3nnnc3c3ccccc23)c1C | 7 | 3% | 5% | 3% | 6 | 7% | 9% | 3% | i
CCOc1ccc(-n2c(SC(C)C)nc3c(c2=O)SCC3)cc1 | 4 | 1% | 12% | 4% | 15 | 0% | 12% | 0% | i
O=C(CSc1nc(Nc2ccccc2)nc(N2CCOCC2)n1)Nc1ccc2c(c1)OCCO2 | 0 | -8% | 32% | 7% | 3 | 12% | 13% | -3% | i
CCC(C)Nc1nc(SC(C(C)=O)C(C)=O)nc(N(C)C)n1 (stereo not drawn) | 0 | 5% | 15% | -18% | 9 | -2% | 1% | 6% | i
CCOC(=O)C1=C(C)NC(=O)NC1c1ccc2c(c1)OCCO2 (stereo not drawn) | 18 | -2% | 4% | -1% | 0 | -2% | 9% | 2% | i
O=C(O)c1ccc(CN2C(=O)CSC2=S)cc1 | 9 | -4% | / | -6% | 3 | -6% | 2% | 19% | i
Cn1cc(S(=O)(=O)CC(=O)Nc2ccc3c(c2)OCCO3)c2ccccc21 | 0 | -1% | / | 16% | 2 | 12% | 5% | 8% | i
CC(C)(C)OC(=O)N1CCCC1C(=O)NCCc1ccccc1 (stereo not drawn) | 3 | -4% | 1% | -2% | 9 | -16% | 10% | -17% | i
O=C(CN1C(=O)CCSc2ccccc21)Nc1ccc(F)cc1 | 7 | -8% | 4% | -11% | 3 | -6% | 8% | -21% | i | PMK inhibit pilot replicates=0.0;MK inhibit pilot replicates=3.0;Spn DPM-DC inh pilot screen %=0.5
CCn1c(SCC(=O)NCc2ccccc2)nc2ccccc2c1=O | 9 | 0% | -8% | 8% | 7 | / | 8% | / | i
Cn1c(=O)c2c(nc(CN3CCCCC3)n2Cc2c(F)cccc2Cl)n(C)c1=O | 15 | -9% | -5% | -10% | 0 | 1% | -2% | -3% | i
CCOc1ccc(NC(=O)c2cc3n(n2)C(C(F)(F)F)CC(c2ccco2)N3)cc1 (stereo not drawn) | 7 | -3% | 11% | -6% | 3 | -11% | 0% | -6% | i
COc1ccc(C(=O)N2CCN(c3nc4ccccc4o3)CC2)cc1OC | 9 | 1% | -1% | -5% | 9 | -6% | 6% | -6% | i
COc1ccc(-n2ncc3c(NCc4ccccn4)ncnc32)cc1 | 0 | 1% | 3% | 6% | 6 | 10% | 12% | 6% | i | PMK inhibit pilot replicates=6.5;MK inhibit pilot replicates=3.0;Spn DPM-DC inh pilot screen %=4.0
Cc1noc(/C=C/N(C)C)c1S(=O)(=O)N(C)CC(=O)N1CCc2ccccc21 | 13 | 2% | 4% | -1% | 16 | 5% | 5% | 2% | i
COCC(=O)Nc1nc2ccc(S(C)(=O)=O)cc2s1 | 4 | -3% | / | 8% | 4 | 5% | 4% | 1% | i
COc1ccc(N2C(=NC(C)=O)SC3CS(=O)(=O)CC32)cc1OC (stereo not drawn) | 6 | 0% | / | 21% | 2 | -4% | 7% | -1% | i
Oc1ccccc1-c1cc(C(F)(F)C(F)F)[nH]n1 | 0 | 7% | 3% | 1% | 10 | -5% | -1% | -16% | i | PMK inhibit pilot replicates=0.0;MK inhibit pilot replicates=0.0;Spn DPM-DC inh pilot screen %=0.0
Cc1cc(C)n2cc(CSc3nnnn3-c3ccccc3C)nc2n1 | 17 | 1% | 11% | 13% | 4 | -17% | 8% | -5% | i
